# Screening data deposited in PubChem by Icahn School of Medicine at Mount Sinai.
# ROC1-CUL1 inh: human ROC1-CUL1 E3 ligase inhibition. in vitro K48 di-Ub FRET, acceptor:donor ratio, 45 min. AID 1347404. inhibition, % at 10 µM. actives 0.6% (n = 140,000); in the data active = inhibition above about 25%
# Target sequence (P62877 whole entry, looked up): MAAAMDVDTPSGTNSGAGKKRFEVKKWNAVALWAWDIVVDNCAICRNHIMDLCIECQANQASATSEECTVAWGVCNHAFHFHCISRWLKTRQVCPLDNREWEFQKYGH
# Target sequence (Q13616 whole entry, looked up): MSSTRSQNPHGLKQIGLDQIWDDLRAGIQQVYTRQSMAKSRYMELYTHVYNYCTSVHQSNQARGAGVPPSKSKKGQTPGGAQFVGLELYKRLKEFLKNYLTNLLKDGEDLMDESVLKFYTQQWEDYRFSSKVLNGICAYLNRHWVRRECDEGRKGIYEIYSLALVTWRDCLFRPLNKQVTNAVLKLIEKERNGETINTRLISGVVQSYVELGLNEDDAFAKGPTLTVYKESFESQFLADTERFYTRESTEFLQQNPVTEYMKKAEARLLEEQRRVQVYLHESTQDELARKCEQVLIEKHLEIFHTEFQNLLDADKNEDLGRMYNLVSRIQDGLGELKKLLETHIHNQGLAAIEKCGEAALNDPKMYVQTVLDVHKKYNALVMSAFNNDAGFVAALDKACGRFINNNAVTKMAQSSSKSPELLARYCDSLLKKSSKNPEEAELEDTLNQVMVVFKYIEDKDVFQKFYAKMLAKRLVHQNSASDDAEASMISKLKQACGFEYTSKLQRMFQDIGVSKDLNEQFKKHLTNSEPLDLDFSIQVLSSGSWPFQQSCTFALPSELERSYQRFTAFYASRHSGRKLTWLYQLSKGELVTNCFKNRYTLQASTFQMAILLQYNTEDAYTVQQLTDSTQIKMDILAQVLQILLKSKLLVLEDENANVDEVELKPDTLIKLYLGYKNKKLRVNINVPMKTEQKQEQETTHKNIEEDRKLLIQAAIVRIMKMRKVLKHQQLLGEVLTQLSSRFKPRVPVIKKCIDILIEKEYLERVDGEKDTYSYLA
# * = called active by the depositor; & = joins results of further samples. A portion of the library, so the mix of outcomes need not match the whole.
# The opening six records (preview)
SMILES,ROC1-CUL1 inh
CC(=O)Nc1ccc(S(=O)(=O)N2CCN(C(=O)N(C)C)CC2)cc1,9
CN(C)CC/C=C1/c2ccccc2CSc2sc(Br)cc21,1
Cc1nc(N2CCC(C(=O)N3CCNC(=O)C3c3cccc(F)c3)CC2)nc2ccc(C(C)C)cc12 (stereo not given),4
CN(C)c1ccc(/C=N/NC(=O)CSc2nc3ccccc3n2C)cc1,6
Cc1cc2c(n1-c1ccc(C(=O)NCc3ccc(OC(C)C)cc3)cc1)CCCC2,-1
O=C(Cn1c(=O)oc2ccccc21)NCc1ccc(Cl)cc1,8

# All compounds of this part, previewed entries included:
SMILES,ROC1-CUL1 inh
CC(=O)Nc1ccc(S(=O)(=O)N2CCN(C(=O)N(C)C)CC2)cc1,9
CN(C)CC/C=C1/c2ccccc2CSc2sc(Br)cc21,1
Cc1nc(N2CCC(C(=O)N3CCNC(=O)C3c3cccc(F)c3)CC2)nc2ccc(C(C)C)cc12 (stereo not given),4
CN(C)c1ccc(/C=N/NC(=O)CSc2nc3ccccc3n2C)cc1,6
Cc1cc2c(n1-c1ccc(C(=O)NCc3ccc(OC(C)C)cc3)cc1)CCCC2,-1
O=C(Cn1c(=O)oc2ccccc21)NCc1ccc(Cl)cc1,8
Cc1cn2c(=O)cc(COC(=O)c3ccc(NC(=O)COc4ccc(C)c(C)c4)cc3)nc2s1,-6
Cc1ccc(CS(=O)(=O)NC(C)(C)C)cc1,4
COc1cccc(-c2cnc(C(F)(F)F)nc2C2CCN(C(=O)Cn3cnc4ccccc43)CC2)c1,7
Cc1nc(C)c(C(=O)N2CCc3onc(-c4ccc(Cl)cc4)c3C2)s1,-3
COc1ccc(CC2C(=O)N=C(SCC(=O)c3ccc(OC)cc3)NC2=O)cc1 (stereo not given),2
COc1ccc(C(F)(F)F)cc1N=CCc1nnnn1-c1ccc(C)cc1,-4
O=C(Nc1nccs1)c1ccc(-c2cccc(C(F)(F)F)c2)o1,-2
CCc1ccccc1NS(=O)(=O)c1ccccc1,4
COc1ccc(C(=O)NCCC(C)C)cc1S(=O)(=O)N1CCCCC1,1
Cc1cc(C)c(C2c3c(n[nH]c3-c3ccc(Cl)c(Cl)c3)OC(=N)C2C#N)c(C)c1 (stereo not given),4
CCOC(=O)C1(Cc2cccc(OC)c2)CCCN(C(=O)CCc2c(C)nn(C)c2C)C1 (stereo not given),1
COc1ccc(N2CC(C(=O)NC3CCCC3)CC2=O)cc1 (stereo not given),5
COc1cccc(CNC(=O)c2[nH]c3cc(C)ccc3c2Sc2ccccc2)c1,-4
O=S(=O)(NCCO)c1cccc2cccnc12,-9
O=C(O)c1cccc2sccc12,-8
Nc1ccc(S(=O)(=O)N2CCCCCC2)cc1,-4
COc1cc(-n2c(=O)c3ccccc3n(Cc3cccc(Cl)c3)c2=O)cc(OC)c1OC,6
C=CCSc1nnc2c(n1)OC(c1cc(OC)c3c(c1)OCO3)N(C(=O)CC)c1ccccc1-2 (stereo not given),3
O=C(NC1CC1)C1CCN(C2CCN(C(=O)C3=CCCC3)CC2)CC1,1
O=C(NCCCN1CCN(c2ccc(F)cc2)CC1)c1ccc2nc(Cc3ccccc3)oc2c1,8
CCCn1c(=O)c2c(nc3n(CCO)c(C)cn23)n(C)c1=O,10
Cc1ccc(-c2csc(=Nc3ccc(F)cc3)n2Cc2ccc3c(c2)OCO3)cc1C,5
COc1ccc(OCCCn2c(C3CC(=O)N(c4ccc(F)cc4)C3)nc3ccccc32)cc1 (stereo not given),-7
c1ccc(OCCSC2=NCCN2)cc1,5
Cc1cccn2c(=O)cc(COc3cccc(NC(=O)Nc4cccc(Cl)c4)c3)nc12,-4
COc1ccc(CN2CCc3nc(Nc4ccccc4)ncc3C2)c(OC)c1OC,-5
COc1ccc(OCc2cc(C(=O)N3CCCCC3CO)no2)c(Cl)c1 (stereo not given),-3
CN(C)c1ccc(Nc2ncnc3sc4c(c23)CCCC4)cc1,-8
CCCCCCn1c(=O)c2c(nc(CN(CC)CC)n2C)n(C)c1=O,11
O=S(=O)(NCCOc1ccccc1Cl)c1ccc(C2CCCCC2)cc1,5
CCOc1ccc(NC(=O)c2ccc(Cn3nc(C)cc3C)o2)cc1,0
COc1ccc(NC(=O)Cn2cc(C(=O)c3ccc(C)c(C)c3)c(=O)c3cc(OC)ccc32)cc1,-5
CC(=O)N1c2ccccc2C(=O)C1Sc1nc(C)cc(C)n1 (stereo not given),0
COC(=O)c1sc2cccc(F)c2c1S(=O)(=O)NCc1ccc(F)cc1,-1
Cc1cccc(OCC(=O)NCCc2ccccc2)c1,-4
Cc1cc(C)cc(S(=O)(=O)Nc2cccc(-c3ccc(N4CCOCC4)nn3)c2)c1,10
O=C(CCSc1nnc(-c2ccccc2Br)o1)Nc1cccc2ccccc12,11
CCN(CC)c1ccc(CNc2ccc(Br)cn2)cc1,-2
Cc1cc2c(n1-c1ccc(Oc3ccccc3)cc1)CC(C)(C)CC2=O,1
COc1ccccc1N1CCN(C(=O)CN2C(=O)COc3ccc(S(=O)(=O)N4CCOCC4)cc32)CC1,-4
CCOc1ccc(CN2CCC(N3CCC(C(=O)N4CCCC4)CC3)CC2)cc1,1
COc1ccc(NC(=O)c2cccc(NC(=O)CCC(=O)O)c2)cc1,-11
CCn1c(CNC(=O)c2cccc(Cl)c2)nnc1SCC(=O)Nc1ccc2ccccc2c1,6
CCOC(=O)CSc1nc2ccccc2n2c(C)nnc12,-4

# Remaining list, next part:
SMILES,ROC1-CUL1 inh
Cc1cccc(OCC(=O)Nc2cc(-c3ccccc3F)nn2-c2ccccc2)c1,-3
COc1ccc(Cn2c(=O)cnn(C3OC(COC(C)=O)C(OC(C)=O)C(OC(C)=O)C3OC(C)=O)c2=O)cc1Br (stereo not given),-8
CC1CCN(S(=O)(=O)c2ccc(N3CCCC3=O)cc2)CC1,8
CCCOc1cc(S(=O)(=O)N2CCCCC2)ccc1Cl,-4
CCCn1c(C)c(CC(=O)NCCC2CCCN2C)c2c1CC(C)(C)CC2=O (stereo not given),3
Cc1cc2c(cc1S(=O)(=O)Nc1cccc(C#N)c1)OCC(=O)N2,5
CC1C(c2ccccc2)OCCN1C1Cc2ccccc2Sc2ccc(Cl)cc21 (stereo not given),-7
Cc1ccc(C2c3[nH]c4ccccc4c3CCN2C(=O)CCC2CCCC2)cc1 (stereo not given),-2
CC(=O)OCC1OC(Sc2nc3ccccc3s2)C(OC(C)=O)C(OC(C)=O)C1OC(C)=O (stereo not given),8
CC(=O)c1c(C)oc2c1cc(NS(=O)(=O)c1ccc(Br)cc1)c1ccccc12,3
O=C(NC1CC1)C1CCN(Cc2ccc(Cl)cc2)CC1,6
Cc1[nH]c2nc3c(c(=O)n(Cc4cccc(Cl)c4)c(=O)n3C)n2c1C,-3
Cc1ccc(-n2c(SCC(=O)N3CCCc4ccccc43)nnc2-c2ccncc2)cc1,4
O=C1CCC(=O)N1CSC(=S)N/N=C/c1ccccc1,4
COc1ccccc1CNC(=O)C1CCCN(c2nc3ccccc3n3cccc23)C1 (stereo not given),-13
Cc1ccc(NC(=O)CSc2nnc(CNc3ccc(C)cc3C)n2CC2CCCO2)cc1 (stereo not given),0
Cc1cc(N)n(CC(=O)NC2CCCN(Cc3ccc(CC(C)C)cc3)C2)n1 (stereo not given),3
Cc1ccc(NS(=O)(=O)c2ccccc2[N+](=O)[O-])cc1,-6
O=C1C(=O)C(c2ccc(Cl)cc2)Oc2c1ccccc2=O (stereo not given),1
COC(=O)c1ccc(NC(=O)CSc2ncn(-c3ccccc3)n2)cc1,-9
CC12CC3CC(C)(C1)CC(c1nnc(N)s1)(C3)C2,7
CCc1cccc(NC(=O)Cn2c(=O)n(CCCCCC(=O)NCc3ccc(F)cc3)c(=O)c3sccc32)c1,4
COc1cccc(C2Nc3ccccc3C(=O)N2O)c1OC (stereo not given),-1
COc1ccc(S(=O)(=O)Cc2ccccc2)cc1,6
Cc1ccccc1C(=O)Oc1cc2ccc(S(=O)(=O)O)cc2cc1S(=O)(=O)O,-3
Cc1ccc(-c2cnc(NC(=O)CNC3CCCCC3)s2)cc1,1
COC(=O)c1ccc(Oc2cc(C)nc(-n3nc(C)cc3C)n2)cc1,1
Cc1ccc(OCC(=O)Nc2ccc3nc(SCC(N)=O)sc3c2)cc1,4
CC(C)c1ccc(N(CC(=O)N2CCN(c3ccccc3F)CC2)S(C)(=O)=O)cc1,-5
COc1ccc(-c2cnnc(N3C[C@@H](C)O[C@@H](C)C3)n2)cc1F,1
O=C(CC1(O)C(=O)N(Cc2ccccc2)c2ccccc21)c1ccc2c3c(cccc13)CC2 (stereo not given),-2
CC1CCCCN1c1c(S(=O)(=O)c2ccc(Cl)cc2)cnc2ccccc12 (stereo not given),-2
COc1cc(C(=O)N2CCC[C@H]2CO)ccc1OC1CCN(C2CCCC2)CC1,7
CN(C(=O)CCC(=O)c1ccccc1)C1CCCN(C2Cc3ccccc3C2)C1 (stereo not given),0
CCCc1ccc(S(=O)(=O)N2CCN(c3ccccc3)CC2)cc1,0
N#C/C(=C/c1cn[nH]c1-c1ccccc1)C(=O)N1CCN(C(c2ccccc2)c2ccccc2)CC1,-10
CCCCCCCCSc1nc2nc(C)cc(C)n2n1,3
O=C(COC(=O)C1CC(O)CN1C(=O)Oc1ccccc1)c1ccc(Br)cc1 (stereo not given),-4
COc1ccc(CC(=NC(=O)c2ccccc2)C(=O)Nc2ccc3ccccc3c2)cc1,4
N#CC1C(=N)Oc2n[nH]c(-c3ccc(C4CCCCC4)cc3)c2C1c1ccccc1Cl (stereo not given),1

# Taken from above:
# `CN(C(=O)CCC(=O)c1ccccc1)C1CCCN(C2Cc3ccccc3C2)C1` (stereo not given) – ROC1-CUL1 inh: 0
# `Cc1ccc(-c2cnc(NC(=O)CNC3CCCCC3)s2)cc1` – ROC1-CUL1 inh: 1

# Continuation:
SMILES,ROC1-CUL1 inh
CC1=NC(=S)NC(c2ccc(OCc3ccccc3)cc2)C1C(=O)OCc1ccccc1 (stereo not given),-6
CCOC(=O)N1CCN(Cc2nc3cc([N+](=O)[O-])ccc3n2C(C)C)CC1,-11
Fc1cccc(-c2cnnc(N3CCCC3c3nc4ccc(F)cc4[nH]3)n2)c1 (stereo not given),-5
CN(C)c1cc2c(cc1NC(=O)c1ccc(F)cc1)n(C)c(=O)n2C,-5
CN=C1N=NC(Nc2ccccc2F)C(=N)O1 (stereo not given),-6
C=CCn1c(C)cn2c3c(=O)n(CCc4ccccc4)c(=O)n(C)c3nc12,12
C#CCOc1c(I)cc(CC2=NC(=O)NC2=O)cc1OCC,-4
CC(C)(C)c1ccc(Oc2ncccc2C(N)=O)cc1,2
Cc1cccc(NC(=O)N2CCN(c3ccc(Cl)cc3)CC2)c1,4&11
Cc1cc(Br)cc(C)c1OCC(=O)Nc1ccccc1C(C)C,-4
O=C1COc2ccc(-c3cc(-c4ccc(F)cc4)c4c(n3)-c3cc(Cl)ccc3OC4)cc2N1,-11
Cc1cccn2cc(-c3ccc(NC(=O)C(C)C)cc3)nc12,-1
CCc1cc2c(NCC3CCCO3)nc(C)nc2s1 (stereo not given),-11
COc1cc(C)c(CN2CCC(C(Cc3ccccc3)N(C)C(=O)c3ccn(C)n3)CC2)cc1C (stereo not given),3
O=C(NCC1CCCN(C(=O)c2cnsn2)C1)c1ccc(-c2ccccc2)cc1 (stereo not given),3
COc1cccc(NC(=O)CSc2nnc(CNC(=O)c3ccccc3F)n2C)c1,0
COc1ccc(C(=O)O)cc1COc1ccccc1Br,0
CN1CCCCc2c1nc1c(c2N)CCC1,3
C=CCNC(=O)c1ccc2c(c1)C1C3CCC(C3)C1C(c1ccccc1)N2 (stereo not given),0
CN1CCN(CCc2nc3cc(NC(=O)c4ccco4)ccc3n2C)CC1,1

# Six entries drawn at random from the list so far, as already listed:
SMILES,ROC1-CUL1 inh
Cc1cccn2cc(-c3ccc(NC(=O)C(C)C)cc3)nc12,-1
COc1ccc(C(=O)O)cc1COc1ccccc1Br,0
C=CCNC(=O)c1ccc2c(c1)C1C3CCC(C3)C1C(c1ccccc1)N2 (stereo not given),0
CCc1cc2c(NCC3CCCO3)nc(C)nc2s1 (stereo not given),-11
CN1CCN(CCc2nc3cc(NC(=O)c4ccco4)ccc3n2C)CC1,1
COc1cc(C)c(CN2CCC(C(Cc3ccccc3)N(C)C(=O)c3ccn(C)n3)CC2)cc1C (stereo not given),3

# Next section.
SMILES,ROC1-CUL1 inh
CC(C)NC1C(=O)C2CC1C(C)(C)C2C (stereo not given),1
Cc1ccc(-c2nc(=O)[nH]c3ccc(Cl)cc23)cc1,0
Cc1cc(N2C(=O)C(=O)C(C(=O)c3ccc(F)cc3)C2c2ccc(C(C)C)cc2)no1 (stereo not given),9
Cc1cccc(NN2C(=O)c3cc([N+](=O)[O-])cc4cc([N+](=O)[O-])cc(c34)C2=O)c1,1
NS(=O)(=O)c1ccc(NC(=S)N2CCN(c3ccc(F)cc3)CC2)cc1,5
O=c1oc2ccc3ccccc3c2cc1-c1nnc(Nc2cccc(F)c2)s1,-3
CC(C)NC(=O)NC1CC(=O)N(Cc2ccccc2Cl)C1 (stereo not given),19
Cc1ccc(CSc2nnc(-n3c(=O)c(C#N)cc4c(=O)n5cc(C)ccc5nc43)s2)cc1,-12
Cc1ccc(N2NC(=O)/C(=C/c3ccc(F)cc3)C2=O)cc1,71*
O=C(CCCSc1nc2sc3c(c2c(=O)[nH]1)CCCC3)NCCO,-7
CCn1c(CNC(=O)c2ccccc2)nnc1SCC(=O)Nc1ccc(Cl)c(Cl)c1,5
COC(=O)c1cc2c3ccccc3n(Cc3ccc(OC)cc3)c2s1,1
COc1ccc(C(=O)N2C[C@H](O)[C@@H](N3CCN(c4ncccc4C)CC3)C2)cc1,6
Cc1cccc(CNCc2ccccc2)c1,2
Cc1cccc(C)c1OCC(=O)N(Cc1ccccc1F)C1CCS(=O)(=O)C1 (stereo not given),-1
CSc1nc2sc3c(c2c(=O)n1N)CCCC3,-1
C=CCOc1ccc(C(=O)N/N=C/c2ccc([N+](=O)[O-])s2)cc1,-8
Cc1nn(CCCC(=O)NCc2cccc(Cl)c2)c(=O)c2c1sc1ccccc12,-5
Cc1ccccc1CNC(=O)CCc1cn(Cc2ccccc2C)c2ccccc12,-10
